GLS inhibitor – blocks human kidney-isoform glutaminase activity. O94925. GLS enzymatic activity, qHTS titration. Potency, µM (series often up to 45.5 µM), without a hit: at the highest dose activity change, negative = inhibition, actives largely listed as inhibitors. 0.21% of 410,000 active. AID 624170; further: potency means the concentration at half of the fitted maximal effect; on the % scale 0 is the no-effect control and ±100 the full control effect
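hKGA in 45 mM KH2PO4 pH 8.2, 0.02% Tween-20 with pin-transferred compounds; 1 mM L-glutamine (stock) plus glutamate oxidase/HRP/Amplex Red coupling added. Fluorescence read initially and after 30 min at RT.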
Pin1 inhibitor – human Pin1 inhibition; Q13526; Pin1 FP peptide displacement, HiFluor488, 10 min; Potency, µM (doses to about 115 µM), for inactives: at the top dose activity, negative = inhibition, hits mostly inhibitors; 0.009% of 390,000 active; AID 504891; active means well fitted inhibition curve with a large enough effect in the polarisation, with a control signal flat, not every such curve was filed as active; inconclusive means small, poorly fitted or top-dose-only effect, or effect the other way, or a change in a side signal; inactive means no such curve, though single readings can be large or run the other way; the % refers to the polarisation; further: potency means the concentration at half of the fitted maximal effect; on the % scale 0 is the no-effect control and ±100 the full control effect
HP1b chromo inh – blocks HP1-beta chromodomain binding to methylated histone tails; Potency, µM (doses to about 114 µM), inactives show at the top dose activity change, negative = inhibition, actives largely listed as inhibitors; AID 540317; 0.56% of 390,000 active; AlphaScreen HP1-beta / biotin-H3K9me3 peptide binding; further: potency means the concentration at half of the fitted maximal effect; nearly all actives have a fitted effect of over 70% in size; inactives centre near 23
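AlphaScreen: HP1-beta (50 nM) preformed 30 min with biotin-H3(1-18)K9me3 peptide (50 nM) in PBS pH 7.4, 0.01% Tween-20. Compound added for 30 min at RT, then streptavidin donor/nickel chelate acceptor beads (10 ug/mL) for 30 min.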
JMJD2A Tudor – JMJD2A Tudor domain (human) inhibition; AlphaScreen JMJD2A-Tudor / H3K4me3 peptide binding; Potency, µM (top dose mostly 114 µM), for the others: at the highest dose activity change, negative = inhibition, hits mostly inhibitors; 4.4% of 390,000 active; further: potency means the concentration at half of the fitted maximal effect; on the % scale 0 is the no-effect control and ±100 the full control effect; nearly all actives have a fitted effect of over 50% in size
ERG-DNA inh – blocks human ERG Ets domain binding to DNA; AID 624246; 0.028% of 370,000 active; P11308; fluorescence polarization, His-ERG Ets domain / labelled DNA; Potency, µM (doses to about 76.9 µM), for the others: at the highest dose FP activity, negative = inhibition, hits mostly inhibitors; active means well fitted inhibition curve with a large enough effect in the polarisation, with a control signal flat; inconclusive means small, poorly fitted or top-dose-only effect, or effect the other way, or a change in a side signal; inactive means no such curve, though single readings can be large or run the other way; the % refers to the polarisation;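 further: polarization taken with two DNA probes labelled with fluorescein and Texas red; potency means the concentration at half of the fitted maximal effect; % of control where 0% means no effect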
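His-tagged ERG Ets domain (1 uM in the protein solution; 300mM KCl, 50mM Tris-HCl, 1mM EDTA, 1mM DTT, pH 7.5) received compound, then a probe mix of 5 nM fluorescein-DNA and 100nM Texas-615-DNA. Fluorescence polarization was read for both dyes.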
PI4K2A inh – PI4K2A (human) kinase inhibition. purified PI4K2A, ADP-Glo luminescence, 1 h; hits give low values. AID 1346378. Q9BTU6. activity change, negative = inhibition, % at 76.9 µM. 0.13% of 420,000 active; in the data active means activity change below about -50%; inconclusive means mostly about -30% to -49%;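 further: -100% = wells without enzyme as full effect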
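ADP-Glo luminescence measured ADP generated by PI4K2A enzyme (4 ug/mL before mixing) with 1.2 mM PI substrate (pre-mix) and 300 microM ATP (pre-mix). Tris pH7.5 buffer with MgCl2, Triton X-100; 1 h reaction at ambient temperature.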
BAZ2B inh – inhibitors of human BAZ2B bromodomain | Q9UIF8 | AlphaScreen BAZ2B-H3K14Ac peptide displacement | Potency, µM (top dose mostly 114 µM), for inactives: top-dose activity change, negative = inhibition, actives largely listed as inhibitors | 4.4% of 360,000 active | AID 504333; further: potency means the concentration at half of the fitted maximal effect; on the % scale 0 is the no-effect control and ±100 the full control effect; nearly all actives have a fitted effect of over 60% in size
Target sequence (Q9UIF8 whole entry, looked up): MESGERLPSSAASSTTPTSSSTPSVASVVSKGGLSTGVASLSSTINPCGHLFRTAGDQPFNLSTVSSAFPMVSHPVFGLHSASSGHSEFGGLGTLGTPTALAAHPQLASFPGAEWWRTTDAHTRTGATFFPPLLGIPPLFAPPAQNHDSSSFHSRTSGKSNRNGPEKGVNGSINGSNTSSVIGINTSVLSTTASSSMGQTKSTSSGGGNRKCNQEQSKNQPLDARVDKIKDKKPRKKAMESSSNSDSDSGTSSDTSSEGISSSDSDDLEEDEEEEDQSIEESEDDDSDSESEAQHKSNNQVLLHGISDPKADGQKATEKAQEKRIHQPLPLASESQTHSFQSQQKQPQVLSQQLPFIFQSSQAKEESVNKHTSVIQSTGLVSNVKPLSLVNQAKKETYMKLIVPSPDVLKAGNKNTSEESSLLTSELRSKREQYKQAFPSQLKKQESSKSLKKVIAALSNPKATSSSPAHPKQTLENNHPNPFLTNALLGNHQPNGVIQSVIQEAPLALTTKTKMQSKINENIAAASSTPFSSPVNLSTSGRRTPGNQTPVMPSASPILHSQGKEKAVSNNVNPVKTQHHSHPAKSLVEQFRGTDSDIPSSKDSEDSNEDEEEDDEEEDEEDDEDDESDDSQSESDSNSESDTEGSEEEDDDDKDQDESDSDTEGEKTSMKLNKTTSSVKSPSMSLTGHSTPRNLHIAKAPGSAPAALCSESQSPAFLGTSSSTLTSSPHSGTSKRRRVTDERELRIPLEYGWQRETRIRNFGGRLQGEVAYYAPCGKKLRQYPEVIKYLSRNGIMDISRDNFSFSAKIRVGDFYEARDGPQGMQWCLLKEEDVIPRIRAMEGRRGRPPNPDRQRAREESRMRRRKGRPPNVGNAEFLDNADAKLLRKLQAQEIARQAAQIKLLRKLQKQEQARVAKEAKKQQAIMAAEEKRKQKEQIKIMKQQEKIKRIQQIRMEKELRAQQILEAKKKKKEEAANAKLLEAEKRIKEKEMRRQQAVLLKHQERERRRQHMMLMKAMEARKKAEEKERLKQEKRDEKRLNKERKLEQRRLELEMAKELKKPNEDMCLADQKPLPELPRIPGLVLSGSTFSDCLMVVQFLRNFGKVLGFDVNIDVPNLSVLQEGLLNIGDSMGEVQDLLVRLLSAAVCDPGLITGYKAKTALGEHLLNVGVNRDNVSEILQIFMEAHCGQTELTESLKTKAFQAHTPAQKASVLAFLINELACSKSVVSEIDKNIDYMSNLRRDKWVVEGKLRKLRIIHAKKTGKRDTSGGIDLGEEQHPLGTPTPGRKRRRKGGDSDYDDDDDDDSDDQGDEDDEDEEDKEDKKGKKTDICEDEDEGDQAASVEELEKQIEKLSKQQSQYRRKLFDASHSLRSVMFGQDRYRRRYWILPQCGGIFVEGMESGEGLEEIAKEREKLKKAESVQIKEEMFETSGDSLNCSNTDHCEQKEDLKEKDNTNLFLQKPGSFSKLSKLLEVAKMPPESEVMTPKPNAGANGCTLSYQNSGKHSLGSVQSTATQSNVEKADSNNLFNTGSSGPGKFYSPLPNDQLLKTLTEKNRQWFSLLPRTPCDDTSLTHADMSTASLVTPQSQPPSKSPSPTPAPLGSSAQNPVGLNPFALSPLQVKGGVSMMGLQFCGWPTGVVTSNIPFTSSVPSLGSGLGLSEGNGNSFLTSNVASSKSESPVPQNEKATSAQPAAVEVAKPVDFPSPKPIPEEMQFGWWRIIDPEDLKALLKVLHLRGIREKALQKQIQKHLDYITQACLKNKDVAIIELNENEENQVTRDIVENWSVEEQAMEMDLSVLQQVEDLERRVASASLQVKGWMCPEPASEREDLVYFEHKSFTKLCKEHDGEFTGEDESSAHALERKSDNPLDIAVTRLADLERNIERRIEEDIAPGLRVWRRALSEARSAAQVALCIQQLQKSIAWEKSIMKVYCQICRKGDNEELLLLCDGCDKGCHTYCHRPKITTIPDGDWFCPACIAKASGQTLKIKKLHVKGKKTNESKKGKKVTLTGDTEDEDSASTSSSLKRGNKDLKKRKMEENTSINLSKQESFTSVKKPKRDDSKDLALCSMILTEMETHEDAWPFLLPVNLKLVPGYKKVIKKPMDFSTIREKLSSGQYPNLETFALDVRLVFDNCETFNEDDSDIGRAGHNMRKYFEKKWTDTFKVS
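AlphaScreen displacement: compounds (up to 110uM) incubated 30 min at room temperature with a preformed 50 nM BAZ2B/50 nM biotinylated H3K14Ac peptide complex in PBS pH 7.4 with Tween-20. Donor and acceptor beads at 10 ug/mL final added, 20 min light-protected before reading.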
Tb PGK inh – inhibitors of T. brucei phosphoglycerate kinase | Potency, µM (series often up to 57.5 µM), for inactives: at the top dose activity change, negative = inhibition, hits mostly inhibitors | P07378 | 0.043% of 380,000 active | PGK/GAPDH coupled, Kinase-Glo luminescence, 60 min; further: potency means the concentration at half of the fitted maximal effect; on the % scale 0 is the no-effect control and ±100 the full control effect; nearly all actives have a fitted effect of over 60% in size
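Luminescent ATP detection (Kinase-Glo Plus) follows a 60-minute room-temperature incubation, with wells lacking PGK as controls. Buffer: 100 mM TEA (pH 7.6), 5 mM MgCl2, 0.01% Tween-20. Coupling enzyme GAPDH (100 nM final) supplies unstable 1,3-BPG in-well.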
G9a block – blocks human histone lysine methyltransferase G9a | G9a H3K9 monomethylation, AlphaScreen, 2 h | AID 504332 | 8.8% of 350,000 active | Potency, µM (highest dose often 102 µM), inactives show at the top dose activity, negative = inhibition, hits mostly inhibitors | Q96KQ7; further: potency means the concentration at half of the fitted maximal effect; on the % scale 0 is the no-effect control and ±100 the full control effect; nearly all actives have a fitted effect of over 75% in size
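Readings reflect AlphaScreen signal from monomethyl-H3K9 antibody detection. HMT at 20 nM; substrate b-H3K9 500 nM; cofactor SAM 20 uM; 2 h RT reaction; compounds tested as titrations in qHTS with 15 min preincubation.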
Active calls of the source: *; i = inactive; ? = inconclusive; / = not tested or not shown; [ ] = remark or other dose. Unless noted, the call rests on the fitted dose curve; in most records, active means well fitted curve in the direction sought with a large enough effect; inconclusive means small, poorly fitted or top-dose-only effect, or another doubt; inactive means no such curve, though single readings can be large; an effect the other way counts as inactive or inconclusive.

SMILES	GLS inhibitor	Pin1 inhibitor	HP1b chromo inh	JMJD2A Tudor	ERG-DNA inh	PI4K2A inh	BAZ2B inh	Tb PGK inh	G9a block
O=C(Cn1cnc2c(nnn2Cc2ccc(F)cc2)c1=O)NCc1ccc2c(c1)OCO2	3%	5%	8%	-4%	/	-1	-5%	-5%	18%[59 µM]
CCOc1ccc(CN2CCN(c3ncnc4sc5c(c34)CC(C)CC5)CC2)cc1 (centres undefined)	-2%	0%	19%	-3%	0%	-4	-14%	-6%	-5%[59 µM]
Cc1cn([C@H]2C[C@H](O)[C@@H](COS(=O)(=O)O)O2)c(=O)[nH]c1=O	4%	0%	28%	-14%	-3%	3	/	1%	/
CC(C)N(C(=O)Cn1c(SCC(=O)Nc2nccs2)nc2ccccc21)C(C)C	-9%	7%	48%[activator]	-8%[57.1 µM]	-4%	-4	-3%	-4%	4%[59 µM]
COc1ccc(OC)c(NC(=O)CSc2ncccn2)c1	/	2%	21%	4%	3%	7	-20%	3%	?
CCN1C(=O)/C(=C\c2cn(-c3ccccc3)nc2-c2cccnc2)SC1=S	52%[activator]	21%	18%	-17%	1%	3	-11%	3%	1%
COc1cccc(Nc2nnc(SCC(=O)N3CCOCC3)s2)c1	17%	0%	7%	-6%	3%	0	10%	/	3%
O=C(O)c1cc(S(=O)(=O)N2CCN(c3ccccn3)CC2)ccc1Cl	5%	-4%	23%	-15%	-3%	-4	?	-6%	?
N#Cc1c(Nc2ccc(F)cc2)sc(C(=O)c2ccc(F)cc2)c1N	6%	9%	3%	-24%	/	-1	-5%	-1%	-24%[59 µM]
CSCc1nc2scc(-c3ccccc3)c2c(=O)[nH]1	-16%	2%	38%	-2%	6%	13	-5%	i	9%
COc1ccc(/C=N\NS(=O)(=O)c2ccc(C)cc2)cc1COc1ccccc1[N+](=O)[O-]	-4%	12%	16%	-24%	-1%	7	-5%	0%	-46%[59 µM]
CCN(CC)CCOC(=O)c1ccc(NC(=O)c2ccc(Cl)c(S(=O)(=O)N3CCCCCC3)c2)cc1	12%	?	-5%	?	0%	1	-38%	-6%	?
Cc1c(NS(=O)(=O)c2cc(C(=O)NCCc3ccc(F)cc3)cc(Cl)c2Cl)c(=O)n(-c2ccccc2)n1C	-2%	18%	25%	-8%	-6%	2	12%	-6%	-14%
COC(=O)c1ccc(OC(C)C(=O)c2ccc(C)cc2)cc1 (centres undefined)	-3%	-13%	108%[activator]	33%	-9%	0	36%	-4%	16%[59 µM]
O=S(=O)(c1ccccc1)N(CC(O)CN1CCCCC1)c1ccccc1 (centres undefined)	5%	-3%	29%	-19%	1%	-3	-5%	5%	?
C(=N\n1cnnc1)/c1ccccc1OCCOc1ccccc1	2%	2%	29%	13%	-12%	-1	21%	-7%	-7%[59 µM]
Cc1ccc(-n2ncc3c(=O)n(CC(=O)NCC4CCCO4)cnc32)cc1 (centres undefined)	2%	1%	15%	-15%	0%	5	6%	0%	49%[12.7 µM]
COc1ccc(C(c2nnnn2Cc2cccs2)N2CCN(c3ccccc3F)CC2)cc1 (centres undefined)	10%	16%	19%	-2%	4%	-2	-7%	24%	4%[59 µM]
CCOC(=O)c1c(CN2CCN(c3ccccc3)CC2)oc2ccc(O)cc12	6%	?	-2%	?	1%	4	?	3%	40µM*
Cc1ccc2nc(-c3ccsc3)c(Nc3ccccc3C)n2c1	10%	23%	27%	-16%	-3%	3	-18%	-5%	-29%[59 µM]
COc1ccc(NC(=O)CC2SC(=NCc3ccccc3OC)NC2=O)cc1 (centres undefined)	-13%	-3%	11%	-12%	/	-1	-7%	-5%	-4%[59 µM]
CCOc1ccccc1NC(=O)CSc1nnc(N)s1	-1%	3%	22%	-20%	6%	-3	-6%	-8%	-5%[59 µM]
O=C(CSc1nccc(=O)[nH]1)Nc1ccc(N2CCOCC2)cc1	27%	1%	19%	-19%	8%	2	-7%	-10%	/
CCc1ccc(NC(=O)c2ccc3nc(C(C)C)oc3c2)cc1	-2%	-8%	14%[57 µM]	-17%	9%	-6	-10%	12%	1%[59 µM]
Cc1ccn2c(Nc3ccc4c(c3)OCCO4)c(-c3ccc(C)s3)nc2c1	0%	40%[activator]	22%	?	7%	-11	/	i	-39%[59 µM]
CC(=O)Nc1ccc(C(=O)N(C2=NC(C)CS2)c2ccc(Cl)cc2)cc1 (centres undefined)	0%	-2%	-2%	-31%	17%	4	-30%	-2%	16%
CSCCC(NC(=O)c1ccccc1)C(=O)NCCc1ccc2c(c1)OCCO2 (centres undefined)	-7%	4%	16%	-8%	4%	-2	5%	-10%	-11%[2.33 µM]
Cc1nc(SCC(=O)N2CCN(c3ccccc3)CC2)c2oc3ccccc3c2n1	11%	23%	2%	-33%	2%	0	?	-14%	?
O=C(CSc1nnc(Cc2cccs2)n1Cc1ccco1)Nc1cc(Cl)cc(Cl)c1	-7%	26%	?	-17%	-22%	-2	-10%	-1%	-44%[59 µM]
CC1(C)NC(=O)N(CC(=O)N2CCN(c3cccc(C(F)(F)F)c3)CC2)C1=O	1%	5%	26%	-8%	7%	-7	10%	i	5%
COCC(=O)NCCSc1c(C)[nH]c2ccccc12	9%	-3%	33%	-8%	-12%	0	9%	8%	-8%[59 µM]
Cc1ccc(N(CC(=O)N/N=C/c2cc(C)n(-c3ccccc3C)c2C)S(C)(=O)=O)cc1	-3%	23%	-10%	?	0%	-2	?	-2%	?
CCN1C(=O)[C@H]2[C@@H](c3ccc(C)cc3)N3C(=O)N(c4cccc(F)c4)C(=O)[C@@]3(Cc3ccc(Cl)cc3)[C@H]2C1=O	-2%	9%	17%	-30%	-2%	-1	9%	-9%	12%[2.33 µM]
O=C(Nc1cccc(S(=O)(=O)N2CCOCC2)c1)c1ccccc1[N+](=O)[O-]	-3%	-7%	24%	-4%	-15%	-3	1%	i	13%[12.7 µM]
Nc1nc(=O)n(C2CCCO2)cc1Br (centres undefined)	0%	6%	35%[activator]	0%	-4%	-3	/	i	/
CCCCCCSc1cc(-c2nc3cc(C)ccn3c2NC2CCCCC2)ccc1OC	-21%	75%[activator]	17%	?	18%	2	-31%	1%	-12%[2.33 µM]
CN1N=C(C(=O)N2CCCC(Nc3ccc(F)c(F)c3)C2)CCC1=O (centres undefined)	16%	-9%	27%	-7%	1%	-1	-7%	-1%	/
Cc1ccc([N+](=O)[O-])cc1S(=O)(=O)Nc1ccccn1	-1%	8%	37%[activator]	-3%	-1%	1	0%	7%	5%
CCOC(=O)Nc1c(O)ccc2oc(C)c(-c3ccccc3)c12	10%	5%	8%	-12%	-1%	6	-2%	1%	?
CS(=O)(=O)NN1C(=O)c2ccccc2NC1c1cccs1 (centres undefined)	1%	-4%	8%	3.5µM*	7%	3	12%	-5%	-34%
COCCCN=C1NN=C(c2cc(C)n(-c3ccccc3F)c2C)CS1	18%	0%	-4%	?	18%	-6	71µM*	-7%	50µM*
COc1ccc(-c2cc3c(=O)n(CC(=O)NC4CCN(Cc5ccccc5)CC4)ncn3n2)cc1	0%	2%	4%	0%	-2%	7	-3%	-4%	-48%[59 µM]
CCOc1ccc(NC(=O)CSc2oc(-c3ccco3)nc2S(=O)(=O)c2ccc(C)cc2)cc1	0%	6%	16%	-20%	7%	-1	0%	i	1%[59 µM]
Cc1cc(C)c2c(=O)[nH]c(=O)n(Cc3ccccc3)c2n1	-1%	?	28%	-9%	-2%	0	46%[activator]	-3%	?
CN(CC(=O)Nc1ccc(Cl)cc1)C(=O)c1cc(-c2cccs2)nn1-c1ccccc1	0%	29%	20%	-10%	5%	-1	2%	3%	-4%[59 µM]

Marked active in JMJD2A Tudor, of those listed so far:
SMILES	GLS inhibitor	Pin1 inhibitor	HP1b chromo inh	JMJD2A Tudor	ERG-DNA inh	PI4K2A inh	BAZ2B inh	Tb PGK inh	G9a block
CS(=O)(=O)NN1C(=O)c2ccccc2NC1c1cccs1 (centres undefined)	1%	-4%	8%	3.5µM*	7%	3	12%	-5%	-34%

More entries follow:
SMILES	GLS inhibitor	Pin1 inhibitor	HP1b chromo inh	JMJD2A Tudor	ERG-DNA inh	PI4K2A inh	BAZ2B inh	Tb PGK inh	G9a block
Cc1ccc(S(=O)(=O)NCc2ccccc2)cc1C(=O)NCC1CCCO1 (centres undefined)	-1%	-7%	23%	-5%	4%	1	1%	1%	6%
COc1cc(C)cc2oc(=O)c(CC(=O)NCCc3ccc(Cl)cc3)c(C)c12	-5%	0%	52%[activator]	-12%	0%	-1	29%	-11%	16%[59 µM]
COc1ccc2nc(C)cc(SCC(=O)N/N=C/c3ccco3)c2c1	15%	8%	17%	-24%	-17%	-2	-22%	-6%	-10%
CC1=NN(c2ccccc2)C(=O)/C1=C\c1cn(-c2ccccc2)nc1C	-7%	1%	8.9µM*	?	9%	-3	/	i	?
CS(=O)(=O)N(CC(=O)N1CCN(C(c2ccccc2)c2ccccc2)CC1)C1CCCCC1	/	14%	10%	-32%	-4%	-5	-5%	-8%	12%[12.7 µM]
Cc1cc([N+](=O)[O-])c(C)cc1-c1ccc(/C=N/n2cnnc2)o1	-4%	-1%	3%	-28%	4%	-2	-23%	-9%	?
CCOc1cc(CNC(=O)NC2COc3ccccc3C2)cc(OCC)c1OCC (centres undefined)	2%	-12%	31%[57 µM]	-11%	-1%	-4	7%	-1%	-14%[59 µM]

Assay outcomes (PubChem)

Rows were taken by chance. Share with any hit: about 11%.
